BCR signal inh: chronic active BCR signaling inhibition; ABC-DLBCL IkBa-CBG/CBR reporter, luminescence ratio, 4 h; Potency, µM (highest dose often 46.1 µM), without a hit: at the top dose ratio change, negative = lower green/red ratio, usual class: inhibitors; hit rate 0.05% among 340,000; AID 493014; active = well fitted inhibition curve with a large enough effect in the signal ratio, with a control signal flat, not every such curve was filed as active; inconclusive = small, poorly fitted or top-dose-only effect, or effect the other way, or a change in a side signal; the % refers to the signal ratio;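 note: potency is the fitted concentration of half-maximal effect; plate controls were basal doxycycline-induced cells for no effect and cells given 10 µM MG132 for full effect; MG132 reads +100%, hits lower the ratio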
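Compounds up to 46 uM were incubated four hours with TMD8 cells whose green CBG68 luciferase is fused to IkappaBalpha; red CBR luminescence normalised the signal, and concentration-effect curves were fitted to fusion, red and ratio data.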
MLL CXXC-DNA inh: inhibitors of human MLL CXXC domain-DNA interaction. MLL-CXXC / FITC-HOXA9 DNA fluorescence polarization. Potency, µM (titrated, usually from 115 µM), for inactives: top-dose activity change, negative = inhibition, actives largely listed as inhibitors. hit rate 0.037% among 290,000. AID 2662; active = well fitted inhibition curve with a large enough effect in the polarisation, with a control signal flat, not every such curve was filed as active; inconclusive = small, poorly fitted or top-dose-only effect, or effect the other way, or a change in a side signal; inactive = no such curve, though single readings can be large or run the other way; the % refers to the polarisation; note: potency is the fitted concentration of half-maximal effect
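Steps: dispense CXXC domain solution (7 uM) → pin compounds or unlabeled HOX-A9 DNA control → 5 min ambient → add FLSN-HOX-A9 solution (50 nM) → spin → 30 min ambient → fluorescence polarization. Tris pH 7.5/NaCl/DTT/BSA buffer.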
Tb PFK inh: inhibitors of T. brucei phosphofructokinase | T. brucei PFK, ADP-Glo luminescence | Potency, µM (series often up to 57.5 µM), without a hit: top-dose activity, negative = inhibition, actives largely listed as inhibitors | hit rate 0.17% among 330,000 | AID 485367;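 note: potency is the fitted concentration of half-maximal effect; 0% = uninhibited 1x PFK enzyme wells and -100% = no-enzyme wells; nearly all actives have a fitted effect of over 60% in size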
Target sequence (O15648 whole entry, looked up): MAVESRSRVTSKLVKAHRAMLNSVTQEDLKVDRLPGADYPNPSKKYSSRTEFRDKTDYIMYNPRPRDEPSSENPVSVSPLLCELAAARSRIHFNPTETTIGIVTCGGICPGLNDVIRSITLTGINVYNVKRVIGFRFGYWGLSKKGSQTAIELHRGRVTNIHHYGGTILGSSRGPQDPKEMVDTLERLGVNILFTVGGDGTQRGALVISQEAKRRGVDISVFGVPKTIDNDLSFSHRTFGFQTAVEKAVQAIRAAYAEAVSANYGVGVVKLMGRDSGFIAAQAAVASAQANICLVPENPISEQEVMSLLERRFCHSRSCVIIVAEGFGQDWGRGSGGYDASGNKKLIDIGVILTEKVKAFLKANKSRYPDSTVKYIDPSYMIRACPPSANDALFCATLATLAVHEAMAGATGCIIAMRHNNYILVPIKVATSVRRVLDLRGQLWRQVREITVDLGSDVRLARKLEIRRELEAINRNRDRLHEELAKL
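Luminescent ADP detection (ADP-Glo, two-step: ATP depletion then ADP-to-ATP conversion for luciferase) reported PFK activity after 45 min room-temperature reaction of 1.25 nM enzyme with 0.5 mM F6P and 0.1 mM ATP at pH 8.0.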
hERG WT inh: inhibitors of human wildtype KCNH2 potassium channel; activity change, % at 1.84 µM; U2OS, BacMam KCNH2, thallium flux FluxOr; hits give low values; Q12809; hit rate 0.37% among 340,000;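 active = maximum activity change below -70%; inconclusive = maximum activity change between -70% and -50%; inactive = maximum activity change above -50%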; note: % is set by controls: 0 for no effect and ±100 for the full control effect
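U2OS cells were transduced with wild-type KCNH2 virus (2.03 x 10^8 / mL) for 4 h at room temperature, then cultured overnight at 37 C. Thallium flux was read with FluxOr dye. Rate constants were normalized to DMSO controls.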
A-T KAP1 phos: candidate therapy for ataxia-telangiectasia. […] A-T fibroblasts, KAP-1 phosphorylation AlphaLISA; neocarzinostatin DNA damage 30 min before lysis. Potency, µM (doses to about 57.5 µM), for the others: at the top dose activation, hits mostly activators. hit rate 0.19% among 320,000. AID 485349; note: potency is the fitted concentration of half-maximal effect; % of control where 0% means no effect; nearly all actives have a fitted effect of over 45% in size
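hTERT-immortalized A-T patient fibroblasts ([…]), 500 cells/well in OPTI-MEM, 1% FBS, got compounds for 60 min, then NCS for 30 min at 37C. Lysates were then assayed for phospho-KAP-1 by AlphaLISA (anti-pKAP1 donor, anti-KAP1 acceptor beads), 6 hr at 25C.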
FBPA coupling cs: inhibits coupling enzyme system, counter-screen for aldolase hits. coupling enzyme system counterscreen, AmpLite Red fluorescence. activity change, negative = inhibition, % at 58.2 µM, hits read low. hit rate 0.67% among 290,000; in the data active = activity change below about -30%; note: % is set by controls: 0 for no effect and ±100 for the full control effect
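Activity here indicates interference with the coupling reaction, not aldolase inhibition. Compounds at 57.5 uM final met coupling enzymes for 10 min at RT; substrate and AmpLite Red detection followed, with a 525/598 nm fluorescence read after 20 min.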
TCR activator: T cell receptor activation | primary human leukocytes, anti-CD3, IL-2 HTRF, 48 h | Potency, µM (series often up to 9.22 µM), without a hit: at the highest dose activation of IL-2 secretion, hits mostly activators | 330,000 tested, under 10 active; note: % of control where 0% means no effect
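TCR engagement came from a-CD3 beads alone, with compounds added to primary human leukocytes for 48 hr. Secreted IL-2 bridged europium cryptate- and d2-labelled anti-IL-2 antibodies, giving FRET emission at 665nm after 320nm excitation.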
TSHR antag: blocks TSH signaling through the human TSH receptor; activity change, negative = inhibition, % at 11.5 µM; TSHR-expressing cells, TSH-stimulated cAMP HTRF, 2 h; hits give low values; P16473; hit rate 0.2% among 330,000;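 active = activity change below a set negative limit, meaning inhibition stronger than a set level, cut at about -70% in these data; inconclusive = activity change between two set negative limits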; note: % is set by controls: 0 for no effect and ±100 for the full control effect
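Read-out is FRET at 665 nm (cryptate excitation 337 nm) from a cryptate-tagged anti-cAMP antibody, competed by cell cAMP against cAMP-d2. Compounds are tested on freshly harvested TSHR cells challenged with 4nM TSH (EC80) for 2 hours at 37 deg C.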
Giardia killer: kills Giardia lamblia; activity change, % at 7.66 µM, hits read low; hit rate 0.15% among 340,000; AID 540267; Giardia lamblia trophozoite viability; in the data active = activity change below about -80%; inconclusive = between about -30% and that limit;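 note: parasites exposed to compound for two days anaerobically before the ATP read; % is set by controls: 0 for no effect and ±100 for the full control effect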
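Giardia lamblia trophozoites (100 cells/well) were incubated with compounds for 48 h at 37 deg C under anaerobic conditions. Viability was read as ATP content by one-step luminescence after 15-30 min at room temperature.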
GALK inh: galactokinase (human) inhibition | Potency, µM (highest dose often 57.5 µM), for inactives: at the top dose activity change, negative = inhibition, hits mostly inhibitors | hit rate 0.007% among 270,000 | Purified GALK, Kinase-Glo residual ATP luminescence | P51570; note: potency is the fitted concentration of half-maximal effect; % is set by controls: 0 for no effect and ±100 for the full control effect
Target sequence (P51570 whole entry, looked up): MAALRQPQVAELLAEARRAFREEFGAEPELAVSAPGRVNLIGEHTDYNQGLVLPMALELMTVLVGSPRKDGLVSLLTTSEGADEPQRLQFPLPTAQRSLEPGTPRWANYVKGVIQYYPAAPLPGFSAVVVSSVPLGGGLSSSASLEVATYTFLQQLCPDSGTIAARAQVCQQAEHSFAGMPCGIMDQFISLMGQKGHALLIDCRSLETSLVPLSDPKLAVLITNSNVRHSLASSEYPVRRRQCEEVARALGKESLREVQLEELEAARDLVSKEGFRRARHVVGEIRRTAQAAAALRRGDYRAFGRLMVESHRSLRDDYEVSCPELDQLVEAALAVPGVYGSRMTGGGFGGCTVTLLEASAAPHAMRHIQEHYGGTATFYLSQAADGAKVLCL
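Galactose (100 uM) and ATP (35 uM) were turned over by 5 nM GALK for 1 h at RT. Kinase-Glo Plus then converted the remaining ATP into a luminescent signal.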
* hit, by the source's call; [ ] = dose if it differs, or a comment. Unless noted, calls come from the whole dose curve; as a rule, active = well fitted curve in the direction sought with a large enough effect; inconclusive = small, poorly fitted or top-dose-only effect, or another doubt; inactive = no such curve, though single readings can be large; an effect the other way counts as inactive or inconclusive.

Screening CCNC(=O)C(=O)Nc1cc2c3c(c1)CCC(=O)N3CCC2 returned BCR signal inh -1%, MLL CXXC-DNA inh -9%, Tb PFK inh -9%, hERG WT inh -34, A-T KAP1 phos 10%, FBPA coupling cs 1, TCR activator -6%, TSHR antag -6, Giardia killer -21 and GALK inh 3%.
`Cc1ccc2c(c1)C(c1ccc(O)cc1)(c1ccc(O)cc1)C(=O)N2C` gave BCR signal inh inconclusive, MLL CXXC-DNA inh 7%, Tb PFK inh -3%, A-T KAP1 phos 0%, FBPA coupling cs 10, TCR activator 5%, TSHR antag -13, Giardia killer 0 and GALK inh 2%.
CN(C)S(=O)(=O)Oc1ccccc1C(=O)Nc1cccc(C(F)(F)F)c1 was read as BCR signal inh inconclusive, MLL CXXC-DNA inh 0%, Tb PFK inh 2%, hERG WT inh -16, A-T KAP1 phos -1%, FBPA coupling cs 3, TCR activator 1%, TSHR antag -12, Giardia killer -3 and GALK inh 1%.
`COc1ccc(-c2cc(C3CCN(Cc4cccc(C(F)(F)F)c4)CC3)[nH]n2)cc1` gave BCR signal inh -13%, MLL CXXC-DNA inh 2%, Tb PFK inh -10%, hERG WT inh 47, A-T KAP1 phos -4%, FBPA coupling cs 0, TCR activator 5%, TSHR antag -8, Giardia killer -8 and GALK inh -1%.
Cc1ccc(C(=O)Nc2c(-c3cccs3)nc3cc(C)ccn23)cc1 was read as BCR signal inh 3%, MLL CXXC-DNA inh 0%, Tb PFK inh -6%, hERG WT inh -9, A-T KAP1 phos 0%, FBPA coupling cs 1, TCR activator -2%, TSHR antag 11, Giardia killer 4 and GALK inh -3%.
`CC(C)(C)c1ccc(C(=O)Nc2ccc(Cl)cc2)cc1` gave BCR signal inh inconclusive, MLL CXXC-DNA inh -7%, Tb PFK inh -1%, hERG WT inh -7, A-T KAP1 phos -8%, FBPA coupling cs -1, TCR activator -1%[46.1 µM], TSHR antag 1 and Giardia killer -16.
COc1cc(C(=O)NC(CCSC)C(=O)OCC(=O)C(C)(C)C)cc(OC)c1OC (configuration not stated) was read as BCR signal inh inconclusive, MLL CXXC-DNA inh -6%, Tb PFK inh -3%, hERG WT inh 0, A-T KAP1 phos -7%, FBPA coupling cs 2, TCR activator 3%, TSHR antag -9, Giardia killer -5 and GALK inh -2%.
For COC(=O)c1ccccc1NC(=O)COc1ccc2c(c1)OCO2 the results were BCR signal inh inconclusive, MLL CXXC-DNA inh -8%, Tb PFK inh -8%, hERG WT inh -15, A-T KAP1 phos 13%, FBPA coupling cs 1, TCR activator 9%, TSHR antag 7, Giardia killer -2 and GALK inh 7%.
Cc1cc(-c2csc(NC(=O)c3ccc(S(=O)(=O)N(C)C)cc3)n2)c(C)n1-c1ccccc1 was read as BCR signal inh 2%, MLL CXXC-DNA inh 1%, Tb PFK inh 2%, hERG WT inh -5, A-T KAP1 phos 5%, FBPA coupling cs 1, TCR activator inconclusive, TSHR antag -8, Giardia killer 22 and GALK inh 0%.
CC(=O)C1=C(O)C(=O)N(CO)C1c1ccccc1F (configuration not stated) was read as BCR signal inh 0%, MLL CXXC-DNA inh 10%, Tb PFK inh -2%, hERG WT inh -2, A-T KAP1 phos 8%, FBPA coupling cs -1, TCR activator 0%, TSHR antag -9, Giardia killer 12 and GALK inh 6%.
`CC(=O)Oc1ccc(C(=O)Nc2ccccc2C(=O)N2CCCCC2)cc1` gave BCR signal inh inconclusive, MLL CXXC-DNA inh 30%, Tb PFK inh 1%, hERG WT inh 0, A-T KAP1 phos 1%, FBPA coupling cs 1, TCR activator 0%, TSHR antag -6, Giardia killer 21 and GALK inh 0%.
For Cc1ccc(S(=O)(=O)N(C)c2ccc(C(=O)NCc3cccnc3)cc2)cc1 the results were BCR signal inh 1%, MLL CXXC-DNA inh -6%, Tb PFK inh -1%, hERG WT inh 2, A-T KAP1 phos 2%, TCR activator -2%, TSHR antag 8, Giardia killer 13 and GALK inh 0%.
For CNS(=O)(=O)c1cccc(C(=O)OCC(=O)c2ccc(S(=O)(=O)N3CCCCC3)cc2)c1 the results were BCR signal inh 8%, Tb PFK inh 2%, hERG WT inh -1, A-T KAP1 phos 9%, TCR activator -5%, TSHR antag -8 and Giardia killer 5.
Screening CC(=O)Nc1cccc(NC(=O)CSc2ccc(-c3cccnc3)nn2)c1 returned BCR signal inh -3%, MLL CXXC-DNA inh inconclusive, Tb PFK inh -2%, hERG WT inh -5, A-T KAP1 phos 2%, FBPA coupling cs -1, TCR activator 4%, TSHR antag -2, Giardia killer 10 and GALK inh 2%.
For O=C(c1ccccc1)c1c[nH]c(C(=O)NCCCN2CCOCC2)c1 the results were BCR signal inh -6%, MLL CXXC-DNA inh -3%, Tb PFK inh 0%, hERG WT inh -3, A-T KAP1 phos 4%, FBPA coupling cs 2, TCR activator -2%, TSHR antag 12, Giardia killer 3 and GALK inh 2%.
`O=C(COc1ccc(C(=O)c2ccccc2)cc1)NCc1ccc(F)cc1` gave BCR signal inh inconclusive, MLL CXXC-DNA inh 0%, Tb PFK inh 0%, hERG WT inh 2, A-T KAP1 phos 3%, FBPA coupling cs 0, TCR activator -4%[46.1 µM], TSHR antag -1, Giardia killer 0 and GALK inh -1%.
Screening COc1ccc(S(=O)(=O)Nc2c(C(=O)O)[nH]c3ccccc23)c(OC)c1 returned BCR signal inh 3%, MLL CXXC-DNA inh -9%, Tb PFK inh 1%, hERG WT inh -4, A-T KAP1 phos 1%, FBPA coupling cs 1, TCR activator 1%, TSHR antag -4, Giardia killer 13 and GALK inh -3%.
`COc1ccc(N(CC(=O)NC2CCCC2)C(=O)Cn2nnc(-c3ccc(OC)c(OC)c3)n2)cc1` gave BCR signal inh -2%, MLL CXXC-DNA inh 9%, Tb PFK inh -3%, hERG WT inh -1, A-T KAP1 phos -2%, FBPA coupling cs 3, TCR activator 1%, TSHR antag -8, Giardia killer 3 and GALK inh 12%.
`CCc1oc(C(=O)OC)cc1CSC(=N)N` gave BCR signal inh inconclusive, MLL CXXC-DNA inh 9%, Tb PFK inh 0%, hERG WT inh 13, A-T KAP1 phos inconclusive, FBPA coupling cs 2, TCR activator -1%, TSHR antag 27, Giardia killer 14 and GALK inh 0%.
`CCOc1ccccc1NC(=O)C1CCN(C(=O)Cc2ccccc2)CC1` gave BCR signal inh inconclusive, MLL CXXC-DNA inh -3%, Tb PFK inh 1%, hERG WT inh -2, A-T KAP1 phos 2%, FBPA coupling cs -1, TCR activator -3%, TSHR antag -9, Giardia killer 24 and GALK inh -1%.
COCCn1c(SCC(=O)Nc2ccc(N3CCOCC3)cc2)nc2ccccc21 was read as BCR signal inh 6%, MLL CXXC-DNA inh -2%, Tb PFK inh 3%, hERG WT inh 4, A-T KAP1 phos -4%, FBPA coupling cs 2, TCR activator 2%[46.1 µM], TSHR antag 8, Giardia killer 8 and GALK inh 0%.
For CCOC(=O)c1[nH]c2ccc(OC)cc2c1NC(=O)N1CCOCC1 the results were BCR signal inh 0%, MLL CXXC-DNA inh -4%, Tb PFK inh 1%, hERG WT inh 5, A-T KAP1 phos 9%, FBPA coupling cs 0, TCR activator -2%, TSHR antag -19, Giardia killer -5 and GALK inh -2%.
CCCC(=O)N1CCN(Cc2ccc3c(c2)OCO3)CC1 was read as BCR signal inh 7%, MLL CXXC-DNA inh 2%, Tb PFK inh 0%, hERG WT inh 0, A-T KAP1 phos -2%, FBPA coupling cs -2, TCR activator 2%[46.1 µM], TSHR antag 4, Giardia killer 14 and GALK inh 2%.
O=C(CSc1ncn[nH]1)Nc1nc(-c2cccc([N+](=O)[O-])c2)cs1 was read as BCR signal inh 8%, MLL CXXC-DNA inh 13%, Tb PFK inh -2%, hERG WT inh -21, A-T KAP1 phos -3%, FBPA coupling cs 2, TCR activator 0%, TSHR antag 8, Giardia killer -13 and GALK inh 0%.
Cc1cccc(C)c1NC(=O)CCS(=O)(=O)c1cccc2nonc12 was read as BCR signal inh 0%, MLL CXXC-DNA inh -2%, Tb PFK inh 14%, hERG WT inh 3, A-T KAP1 phos 13%, FBPA coupling cs 2, TCR activator 4%, TSHR antag 45, Giardia killer -18 and GALK inh -1%.
Screening CCOC(=O)Nc1nc(C)c(C(=O)N(C)C)s1 returned BCR signal inh -4%, MLL CXXC-DNA inh 4%, Tb PFK inh 1%, hERG WT inh 1, A-T KAP1 phos -1%, FBPA coupling cs 1, TCR activator -3%, TSHR antag -1, Giardia killer 2 and GALK inh 0%.
`O=C(Nc1ccccc1)N1CCN(C2c3ccccc3-c3ccccc32)CC1` gave BCR signal inh -2%, MLL CXXC-DNA inh -9%, Tb PFK inh 5%, hERG WT inh 4, A-T KAP1 phos 8%, FBPA coupling cs 3, TCR activator -1%, TSHR antag 15, Giardia killer -2 and GALK inh 0%.
Screening Cc1cc(C(=O)Nc2nnc(C(F)(F)F)s2)cs1 returned BCR signal inh inconclusive, MLL CXXC-DNA inh -2%, Tb PFK inh 2%, hERG WT inh -24, A-T KAP1 phos -11%, FBPA coupling cs -35*, TCR activator 2%, TSHR antag -18, Giardia killer 2 and GALK inh 6%.

Bioassay records: PubChem, National Center for Advancing Translational Sciences (NCATS)
